Bioassay records as filed in PubChem BioAssay.
OXTR potentiator: human OXTR potentiation; AID 2445; activation, % at 3 µM; 0.061% of 320,000 active; CHO-OTR cells, Fluo-8 calcium fluorescence, potentiator mode; 0% = oxytocin EC15, 100% = EC100;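 active = activation above that plate's cutoff, the mean activation of tested compounds plus 3 SD, cut at about 6.6% in these data, passing the limit was not always enough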;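 note: 100% uses oxytocin at 75 nM as the full agonist control; some results filed as inactive read as strong as hits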
Target sequence (P30559 whole entry, looked up): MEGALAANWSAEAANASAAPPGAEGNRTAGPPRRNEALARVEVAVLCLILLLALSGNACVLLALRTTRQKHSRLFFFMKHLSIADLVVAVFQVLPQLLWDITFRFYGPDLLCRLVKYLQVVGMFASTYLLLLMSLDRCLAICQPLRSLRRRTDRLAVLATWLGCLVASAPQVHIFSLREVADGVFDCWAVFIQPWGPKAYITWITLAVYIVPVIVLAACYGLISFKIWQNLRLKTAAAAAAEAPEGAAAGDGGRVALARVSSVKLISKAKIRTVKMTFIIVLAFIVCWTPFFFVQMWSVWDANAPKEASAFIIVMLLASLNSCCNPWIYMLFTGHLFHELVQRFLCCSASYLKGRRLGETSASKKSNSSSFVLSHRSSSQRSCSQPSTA
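assay system = CHO-OTR cells, human receptor | schedule = compound 6 min at room temperature before oxytocin, 100 s read | detection = Fluo-8 intracellular calcium fluorescence, ex 470-495, em 515-575 nm | evaluation = normalized max/min fluorescence ratio, % activation | control set = EC15 oxytocin alone as 0%, 75 nM oxytocin (EC100) as 100%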
M1 antag: blocks human M1 muscarinic receptor; CHO-K1 hM1, Fluo-8 calcium fluorescence, ACh EC80 antagonist; inhibition, % at 3 µM; 1.3% of 360,000 active; AID 588852;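 active = percent inhibition above its own plate's cutoff, namely the mean of that plate's compound wells plus 3 SD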;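 note: peak over basal fluorescence ratio during 140 s after agonist addition; 0% = ACh EC80 plus DMSO and 100% = DMSO alone without agonist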
Target sequence (P11229 whole entry, looked up): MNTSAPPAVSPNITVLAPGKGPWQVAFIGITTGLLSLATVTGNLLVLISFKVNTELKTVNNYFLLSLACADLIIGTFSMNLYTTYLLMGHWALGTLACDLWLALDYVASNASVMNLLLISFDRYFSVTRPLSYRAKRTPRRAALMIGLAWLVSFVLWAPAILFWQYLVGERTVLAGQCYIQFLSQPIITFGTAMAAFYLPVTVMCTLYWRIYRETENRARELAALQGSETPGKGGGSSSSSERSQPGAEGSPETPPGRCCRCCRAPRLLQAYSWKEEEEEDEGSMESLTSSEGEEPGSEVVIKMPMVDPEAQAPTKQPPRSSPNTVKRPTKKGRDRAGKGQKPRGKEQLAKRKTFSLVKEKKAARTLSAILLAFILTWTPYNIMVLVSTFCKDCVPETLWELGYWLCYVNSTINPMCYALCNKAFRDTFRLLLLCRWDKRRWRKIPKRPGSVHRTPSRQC
CHO parental Ca: counter-screen for OX1R antagonists: effect in parental CHO cells. parental CHO-K1, ATP-induced calcium, Fluo-8 fluorescence. inhibition, % at 5.6 µM. 0.63% of 330,000 active. AID 463079;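 active = inhibition above that plate's mean sample inhibition plus 3 SD, cut at about 26% in these data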;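 note: 0% = ATP-challenged DMSO wells and 100% = DMSO wells without ATP; some compounds past the cut are filed as inactive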
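test system = CHO parental line | reagent = ATP stimulus | measured by = intracellular calcium via Fluo-8 no-wash fluorescent dye | control set = ATP and no-ATP DMSO wells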
OXTR ag: activates the human oxytocin receptor | P30559 | CHO-OTR cells, Fluo-8 calcium fluorescence; normalized: DMSO 0%, oxytocin 100% | activation, % at 3 µM | 0.32% of 320,000 active | AID 2435;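 active = activation above the mean of all tested compounds plus 3 SD, cutoff set per screening run, cut at about 20% in these data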;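 note: peak over basal fluorescence ratio from a 100 s FLIPR kinetic read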
M1 ag: agonists of human M1 muscarinic receptor; P11229; CHO-K1 hM1, Fluo-8 calcium fluorescence, agonist mode; 0% DMSO, 100% acetylcholine EC100; 0.33% of 360,000 active; activation, % at 3 µM;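 active = activation above the run's mean compound activation plus 3 SD, cut at about 16% in these data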;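 note: peak over basal fluorescence ratio within a 140 s kinetic read after compound addition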
CHRM1 PAM: potentiates human M1 receptor response to acetylcholine; CHO-K1 hM1, Fluo-8 calcium fluorescence, ACh EC20; 0% = ACh EC20, 100% = maximal ACh; P11229; activation, % at 3 µM; 0.088% of 360,000 active; in the data active = activation above about 19%, passing the limit was not always enough
V1aR counter: V1a receptor agonism, counter-screen for OXTR agonists. P37288. CHO-V1R cells, Fluo-8 calcium fluorescence, agonist mode; 0% DMSO, 100% 3 nM vasopressin. activation, % at 3 µM. 0.25% of 320,000 active. AID 2797;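 active = activation above the mean activation of all tested compounds plus 3 SD, per screening run, cut at about 20% in these data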;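 note: signal is peak over basal fluorescence ratio across a 100 second FLIPR read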
TAAR1 agonist: agonists of human TAAR1; Q96RJ0; CHO RD-HGA16 TAAR1, Fluo-8 calcium fluorescence; vehicle wells 0%, saturating PEA agonist 100%; activation, % at 3 µM; 0.99% of 360,000 active; AID 624467;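 active = activation above the mean activation of all test compounds in the run plus 3 SD, cut at about 38% in these data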
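System: CHO RD-HGA16 cells carrying human TAAR1 plus Gα16; Incubation: 17-24 h seeding, 75 min 37 °C dye, 30 min RT; Measured by: Fluo-8 fluorescence, 5 s baseline then 140 s kinetic read; Control set: DMSO and PEA EC100; Replication: single well for each compound.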
TAAR1 antagonist: human TAAR1 antagonism; Q96RJ0; CHO RD-HGA16 TAAR1, Fluo-8 calcium fluorescence, antagonist; inhibition, % at 3 µM; 1.5% of 360,000 active;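 active = inhibition above a per-plate cutoff, the mean inhibition of test compounds on that plate plus 3 SD, cut at about 49% in these data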;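 note: 0% = DMSO plus EC80 beta-PEA response and 100% = DMSO alone without agonist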
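Material: RD-HGA16 CHO cells with stable hTAAR1 and Gα16; Dosing: single nominal final test compound concentration of 3 µM; Schedule: seeding 17-24 h prior, 75-min 37 °C, 30-min RT dye loading; Detection: kinetic Fluo-8 calcium fluorescence measurement; Measure: % inhibition from peak post-agonist over basal fluorescence ratio; Benchmarks: vehicle and agonist controls.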
* = called active by the depositor; nt = no result given. Rows were taken by chance; any-hit rate near 3.7%.

Preview (2 entries):
no.	SMILES	OXTR potentiator	M1 antag	CHO parental Ca	OXTR ag	M1 ag	CHRM1 PAM	V1aR counter	TAAR1 agonist	TAAR1 antagonist
1	Cc1cc(C)n2nc(C(=O)Nc3cccc(S(=O)(=O)N(C)c4ccccc4)c3)nc2n1	-4.6	18.9	-16.6	0.2	-4.5	-9.8	0.8	6.3	15.4
2	COC(=O)[C@H](Cc1ccccc1)NC(=O)NC(C)CCc1ccccc1 (stereo partly drawn)	-15.0	4.6	13.3	14.3	13.0	-6.7	13.9	44.6*	13.1

The whole of this part (from the top)
no.	SMILES	OXTR potentiator	M1 antag	CHO parental Ca	OXTR ag	M1 ag	CHRM1 PAM	V1aR counter	TAAR1 agonist	TAAR1 antagonist
1	Cc1cc(C)n2nc(C(=O)Nc3cccc(S(=O)(=O)N(C)c4ccccc4)c3)nc2n1	-4.6	18.9	-16.6	0.2	-4.5	-9.8	0.8	6.3	15.4
2	COC(=O)[C@H](Cc1ccccc1)NC(=O)NC(C)CCc1ccccc1 (stereo partly drawn)	-15.0	4.6	13.3	14.3	13.0	-6.7	13.9	44.6*	13.1
3	O=c1c(Cl)c(N2CCN(c3ccccc3)CC2)cnn1C12CC3CC(CC(C3)C1)C2	-3.8	1.9	-8.1	-1.2	-8.2	-3.0	-1.1	1.6	-17.1
4	O=C(NCc1ccco1)/C(=C\c1ccco1)NC(=O)c1ccccc1Cl	4.2	4.2	4.3	1.9	-4.7	1.9	1.3	-0.5	-1.3
5	COC(=O)c1ccc2c(=O)n(-c3ccccc3)c(SCN3C(=O)c4ccccc4C3=O)nc2c1	-2.6	-12.2	-6.4	0.0	-5.9	4.1	-0.1	2.8	-11.2
6	Cc1ccc(NC(=O)CC2S/C(=N/c3nccs3)N(C)C2=O)cc1C (stereo not drawn)	-20.2	-20.4	12.8	0.9	-0.1	1.6	1.4	25.6	55.4*
7	COc1cccc(CNC[C@H]2O[C@@H](n3cnc(C(N)=O)n3)[C@H](O)[C@@H]2O)c1OCc1ccc(F)cc1Cl	nt	-8.0	nt	nt	-3.9	6.4	nt	3.4	-7.5
8	Cc1nn(-c2cccc(Cl)c2)nc1C(=O)Nc1cccc(C(=O)NC2CC2)c1	-7.6	-0.4	-30.9	-1.3	-2.5	0.3	1.2	6.3	46.3
9	O=S(=O)(Nc1ccccc1C(F)(F)F)c1ccc(-c2ccccn2)s1	nt	-8.5	nt	nt	-2.8	6.2	nt	0.1	-5.0
10	O=C(Nc1ccccc1)c1ccc(CN2CCC(Cc3ccccc3)CC2)cc1	-8.5	2.6	-18.7	1.4	-6.1	-7.1	1.9	10.3	2.3
11	Cc1ccc(N/C=C/C(=O)c2ccco2)c(O)c1	-0.3	-7.6	-5.7	0.0	-4.3	2.6	1.0	-2.0	-7.0
12	COc1cc(SC)ccc1C(=O)Nc1cccc(S(=O)(=O)NC2=NCCCCC2)c1	-7.5	0.0	-13.7	-0.9	-3.6	-5.1	2.1	12.8	20.0
13	CCCCc1cc(=O)oc2c(C)c(OCC(=O)N3CCC(C(=O)O)(c4ccccc4)CC3)ccc12	3.0	3.3	-8.9	0.4	-0.8	-2.5	0.3	0.2	-8.2
14	O=C(CCCN1C(=O)/C(=C\c2ccco2)SC1=S)Nc1cccc2ccccc12	-11.3	-4.8	-12.2	-0.5	-6.1	6.4	-0.3	-0.1	1.9
15	COc1ccc(C(=O)CSc2nnc(CNC(=O)c3ccc(OC)cc3)n2C)cc1	-4.9	-3.0	-13.6	-0.8	-9.4	-1.8	-1.1	-1.9	2.3
16	O=C(O)C1[C@H]2C(=O)N(Cc3cccs3)C[C@]23C=C[C@H]1O3 (stereo partly drawn)	1.4	-6.3	-2.7	0.7	-2.9	8.4	0.4	12.2	11.8
17	COc1ccccc1N1CCN(C(=O)c2cc(-c3ccc(Cl)c(Cl)c3)on2)CC1	-0.1	-1.6	-1.2	-0.4	-3.9	-1.1	-0.2	7.1	-2.6
18	C=CCn1c(-c2sc3nc(C)cc(C)c3c2N)n[nH]c1=S	-0.2	7.0	-10.7	-0.6	-2.1	-5.5	1.7	0.5	8.8
19	Cn1c(=O)c2c(nc(N3CCCCC3)n2CCSc2nc3ccccc3s2)n(C)c1=O	-0.1	0.4	-23.8	-1.3	-5.9	6.7	-1.5	5.3	16.3
20	CC1CC(C)CN(S(=O)(=O)c2ccc(NC(=O)C3CC(=O)N(Cc4ccccc4)C3)cc2)C1 (stereo not drawn)	-11.3	8.8	-17.0	-0.2	-3.0	-0.2	0.5	3.3	-9.7
21	COc1ccccc1C1C2CCCCC2(O)CCN1CC(=O)Nc1ccccc1 (stereo not drawn)	-6.2	5.2	-0.2	2.4	-3.8	-1.6	3.2	nt	nt
22	COc1ccc(NC(=O)CN(C)S(=O)(=O)c2cccc3nsnc23)cc1OC	-5.0	-2.2	-11.1	1.7	-3.8	6.8	0.9	0.7	4.4
23	COc1ccccc1OCCC(=O)OCC(=O)Nc1cccc(Br)c1	-4.2	2.8	-14.1	4.9	-2.6	-1.3	2.8	-1.0	-1.4
24	NS(=O)(=O)c1ccc(CCNC(=O)NC2CCCCC2)cc1	0.4	-4.3	-9.8	-0.3	-2.3	7.1	0.7	1.5	-20.9
25	Cc1nc2ncnn2c(Nc2ccc3c(c2)OCCO3)c1C	3.9	0.7	-3.8	0.3	1.7	0.0	-0.1	6.4	13.3
26	O=C(COC(=O)C1CCN(/C=C/C(=O)C(F)(F)F)CC1)Nc1cccc(F)c1	0.7	3.2	-1.6	4.2	-0.2	-3.0	1.4	4.7	1.8
27	COc1ccc(-c2oc3ccccc3c2C#CC(C)(C)O)cc1	-3.9	-3.9	-25.5	0.7	-3.6	9.7	-0.3	-1.1	-7.7
28	C/C(=N\NC(=O)c1ccccc1C)c1ccc(NC(=O)c2cccs2)cc1	-4.5	-3.9	12.0	-1.3	-1.7	7.0	0.8	7.7	27.9
29	Nc1c(C(=O)NCc2ccc3c(c2)OCO3)nnn1Cc1cccc(F)c1	-6.0	-25.9	12.1	6.2	3.3	18.0	6.0	4.0	-29.8
30	Cc1ccc(C)c(S(=O)(=O)Nc2ccc3oc(C)c(C(=O)O)c3c2)c1	-4.4	-0.6	-4.1	0.1	-3.8	-2.5	-0.2	-3.8	6.3
31	COc1ccc(N2C(=O)CSC2c2ccc3c(c2)OCO3)cc1 (stereo not drawn)	-6.7	16.5	-4.7	-0.5	-6.6	-14.1	-0.5	3.9	-5.5
32	O=C(O)Cn1cc(C(=O)c2ccco2)c2ccccc21	-14.2	-14.4	-9.9	-0.1	-2.3	9.2	0.3	14.8	6.4
33	CSc1ccccc1C(=O)OCC(=O)N1CCCC1=O	1.3	-5.4	-7.2	-0.3	0.2	17.8	0.3	0.3	-17.1
34	Cc1cc(NC(=O)CCC(=O)N(c2cccc(F)c2)C(C(=O)NC2CCCC2)c2ccc(C)o2)no1 (stereo not drawn)	6.7	9.5	-20.8	-1.6	-5.3	-6.4	0.4	3.0	-14.9
35	CCOC(=O)N1CCN(c2c(NCCN3CCN(c4ccccc4F)CC3)c(=O)c2=O)CC1	-4.5	-13.6	-15.4	1.1	-4.3	10.8	0.3	9.3	3.6
36	COC(=O)c1cc(-c2ccc(C)o2)nc2ccccc12	1.1	-3.7	-17.0	-2.9	-6.3	2.8	-0.8	0.6	-9.4
37	CCOC(=O)C1CCN(C(=O)NS(=O)(=O)c2ccc(C)cc2)CC1	-0.5	-4.2	5.6	0.2	7.0	10.9	0.8	2.1	-10.9
38	COC(=O)NCC(c1ccco1)N1CCN(c2ccccc2)CC1 (stereo not drawn)	-17.0	-17.4	-11.6	-0.5	-1.1	10.3	-0.3	0.1	-15.8
39	Cc1ccc(C)n1CCN1CCN(CC(=O)Nc2ccc(S(N)(=O)=O)cc2)CC1	-11.2	16.9	0.7	-0.3	-3.1	-5.3	1.6	14.2	-17.2
40	COC(=O)CCC(=O)c1oc2ccc(OC)cc2c1N	-4.0	-7.4	-17.1	0.9	-2.3	10.4	2.1	6.0	-14.2
41	COc1ccc(-c2noc(C3CCCN(C(=O)c4ccccc4OC)C3)n2)cc1 (stereo not drawn)	nt	-19.4	nt	nt	2.8	6.7	nt	3.0	-8.5
42	Cc1ccc2cn[nH]c2c1NC(=S)NC(=O)c1ccccc1	-12.8	6.1	-2.7	3.3	0.0	7.5	0.3	1.1	13.2
43	COc1ccccc1NC(=O)Nc1ccnn1C1CCN(C(=O)c2cccnc2)CC1	-16.2	2.4	-9.4	-0.7	-1.3	3.5	0.5	3.4	-3.1
44	CC(=O)c1ccc(C(=O)N2CCCC(C(=O)c3ccc(Cl)cc3)C2)s1 (stereo not drawn)	-6.9	5.8	-4.7	0.7	-4.1	-6.3	3.3	3.0	-9.6
45	COc1cccc(C(O)c2nc(-c3ccc(F)cc3OC)cs2)c1 (stereo not drawn)	nt	-9.7	nt	nt	-5.9	1.5	nt	-1.0	-9.6
46	O=C(COC(=O)CNC(=O)c1ccccc1)NC1CCCC1	nt	-4.2	nt	nt	-3.3	14.4	nt	0.5	-13.2
47	CCCCc1ccc(/C(C)=N/NC(=O)C2CCCC2)cc1	-9.4	-11.9	18.2	-1.3	-2.5	6.0	1.3	-1.5	-28.9
48	CSC1=NCCN1C(=O)c1c(F)cccc1F	5.0	-20.6	1.5	-0.2	-3.1	-0.8	0.1	6.0	-0.2
